Compound activity: PubChem BioAssay, several laboratories
HTR1A agonist: agonists of human 5-HT1a serotonin receptor. P08908. activation, % at 10 µM. CHO 5-HT1a Ga15 NFAT-bla reporter, FRET ratio; 0% basal, 100% maximal reference agonist. AID 567. actives 0.56% (n = 65,000);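 active = activation above the screen-wide mean activation plus 3 SD, cut at about 19% in these data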;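 note: 0% = DMSO wells and 100% = 5-CT at EC100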
MMP13 inh: blocks human MMP13 activity; inhibition, % at 4 µM; P45452; actives 0.07% (n = 65,000); AID 570; MMP-13 fTHP FRET cleavage, Mca fluorescence;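 active = inhibition above the mean of compound-free control plate wells plus 3 SD, cut at about 14% in these data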;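 note: 0% = DMSO wells and 100% = wells with reference MMP-13 inhibitor after basal subtraction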
5HT1E antag: blocks the human 5-HT1E serotonin receptor; CHO 5-HT1E Ga15 NFAT-bla reporter, FRET, antagonist; inhibition, % at 6 µM; actives 0.99% (n = 65,000); AID 571;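 active = inhibition above a set limit, the mean inhibition across every tested compound plus 3 SD, cut at about 29% in these data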;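 note: signal is the 460 over 535 nm emission ratio of beta-lactamase substrate; 0% = agonist plus DMSO wells and 100% = wells without agonist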
Target sequence (P28566 whole entry, looked up): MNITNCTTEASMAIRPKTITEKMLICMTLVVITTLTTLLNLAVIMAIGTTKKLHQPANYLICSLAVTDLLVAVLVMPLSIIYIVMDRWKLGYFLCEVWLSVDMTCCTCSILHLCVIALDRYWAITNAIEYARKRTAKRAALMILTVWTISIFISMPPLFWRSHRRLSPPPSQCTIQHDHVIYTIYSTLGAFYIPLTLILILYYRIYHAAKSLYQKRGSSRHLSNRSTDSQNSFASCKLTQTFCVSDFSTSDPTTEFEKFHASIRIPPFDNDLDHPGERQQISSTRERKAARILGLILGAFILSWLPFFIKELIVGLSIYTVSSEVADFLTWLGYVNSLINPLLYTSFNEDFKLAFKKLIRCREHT
5-HT1A blocker: antagonists of human 5-HT1a serotonin receptor; P08908; CHO 5-HT1a Ga15 NFAT-bla reporter, antagonist mode; inhibition, % at 10 µM; actives 0.68% (n = 62,000);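 active = inhibition above the mean of all tested compounds plus 3 SD, cut at about 43% in these data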;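 note: receptor stimulated by 5-CT agonist at 100 nM near EC80; beta-lactamase reporter measured by ratiometric fluorescence of a cleavable substrate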
SF-1 act: SF-1 (human) activation | Q13285 | CHO-K1 Gal4-SF-1 LBD luciferase reporter; % increase over DMSO SF-1-specific signal | activation, % at 10 µM | actives 1.9% (n = 65,000);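 active = activation above the mean activation of all tested compounds plus 3 SD, cut at about 50% in these data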
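Assay system – CHO-K1 cells with Gal4–hSF-1 LBD chimera plus Gal4-driven luciferase · Quantity – 4,000 cells per well · Times – compound added 1 h post-seeding, 20 h exposure at 37 °C, 5% CO2 · Measured by – luciferase light emission · Benchmarks – DMSO and mock-transfected background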
RORa activator: activates the human nuclear receptor RORA; actives 1.5% (n = 65,000); AID 560; CHO-K1 Gal4-RORA LBD luciferase reporter, luminescence; percent increase over mock-subtracted basal signal; activation, % at 10 µM;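 active = activation above the mean of all tested compounds plus 3 SD, cut at about 49% in these data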;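 note: 0% = DMSO-treated RORA cells and 100% = added signal equal to DMSO minus mock-transfected cells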
Target sequence (P35398 whole entry, looked up, the tested form may be a part): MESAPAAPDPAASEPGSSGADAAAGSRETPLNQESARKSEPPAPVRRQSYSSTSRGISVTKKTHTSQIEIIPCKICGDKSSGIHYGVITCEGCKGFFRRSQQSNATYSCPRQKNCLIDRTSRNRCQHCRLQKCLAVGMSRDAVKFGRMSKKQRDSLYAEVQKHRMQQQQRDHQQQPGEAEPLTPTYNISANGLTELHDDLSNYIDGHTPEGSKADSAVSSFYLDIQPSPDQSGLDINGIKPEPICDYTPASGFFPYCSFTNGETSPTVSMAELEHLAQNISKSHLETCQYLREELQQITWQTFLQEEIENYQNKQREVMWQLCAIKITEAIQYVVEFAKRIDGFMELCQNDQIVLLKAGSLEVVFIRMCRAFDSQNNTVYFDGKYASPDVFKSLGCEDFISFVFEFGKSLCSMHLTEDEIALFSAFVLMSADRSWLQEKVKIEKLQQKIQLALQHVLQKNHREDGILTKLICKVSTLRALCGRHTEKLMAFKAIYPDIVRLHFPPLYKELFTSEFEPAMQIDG
NADH enzymes: inhibitors of enzymes used to reach an NAD/NADH endpoint; actives 0.02% (n = 65,000); coupled PK/LDH NADH assays, four targets; IC50, µM (series often up to 10 µM), for the others: at the top dose inhibition;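 active = single-dose screening hits from any of four coupled enzyme assays that gave an IC50 when retested across doses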;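 note: the DPM-DC format reads NADH fluorescence rather than 340 nm absorbance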
HTR1E agonist: agonists of human 5-HT1E serotonin receptor. P28566. CHO 5-HT1E Ga15 NFAT-bla reporter, FRET; 0% DMSO wells, 100% control agonist wells. activation, % at 6 µM. actives 0.69% (n = 65,000);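 active = activation above a set limit, the screen-wide mean activation plus 3 SD, cut at about 8.5% in these data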;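 note: 100% = positive control agonist at 1 µM giving full maximal response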
tolC growth inh: E. coli tolC mutant growth inhibition | E. coli BW25113 tolC mutant growth, OD615 | AID 573 | actives 2.2% (n = 65,000) | growth inhibition, % at 10 µM (by protocol);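 active = growth inhibition at or above a cutoff equal to the mean over every tested compound plus 3 SD, cut at about 60% in these data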;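 note: growth measured after 20 h incubation at 37 °C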
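Material: E. coli BW25113 ΔtolC::kan, tolC deletion mutant strain. Measure: percent growth inhibition. Schedule: 37 °C, 20 h exposure. Doses: single-point testing at 10 µM. Signal: A615 absorbance measurement. Buffer or medium: kanamycin-containing LB broth (50 µg/mL).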
* hit, by the source's call; x = not tested or not shown; [ ] = dose if it differs, or a comment.

SMILES	HTR1A agonist	MMP13 inh	5HT1E antag	5-HT1A blocker	SF-1 act	RORa activator	NADH enzymes	HTR1E agonist	tolC growth inh
CCCN1CCN(C(=O)CCCn2c(C)c3cnn(-c4ccccc4)c(=O)c3c2C)CC1	-0.2	5	2	7	16	13	5%	1.8	-4
O=C1CCC(=O)N1CN(C(=O)c1ccco1)c1ccc(Cl)c(Cl)c1	-0.6	0	-16	x	1	10	3%	0.0	7
Nc1nc2ccc(S(=O)(=O)c3ccc4nc(N)sc4c3)cc2s1	-1.7	-17	7	8	-16	-14	6%	-1.0	15
Cc1cc(C(=O)OCC(=O)c2c(N)n(C)c(=O)n(C)c2=O)c(C)o1	-0.6	1	-3	-8	-5	-10	2%	0.7	-10
O=C(OCc1nc2ccccc2s1)C1CCN(S(=O)(=O)c2cccs2)CC1	-2.1	-24	-1	9	35	14	5%	-0.6	6
C=CCNc1nc2c(c(=O)n(C)c(=O)n2C)n1CC(=C)C	1.1	1	-5	-3	1	-7	7%	-0.4	7
COC(=O)CC1C(=O)NCCN1C(=O)Nc1ccccc1 (centres undefined)	-3.3	3	-2	-4	-3	-11	8%	-0.8	-9
Cc1onc(-c2ccccc2Cl)c1C(=O)NCCn1ccc2ccccc21	-1.7	1	5	7	-12	-16	4%	0.4	28
COCCCNc1nc2c(c(=O)[nH]c(=O)n2C)n1CC(O)COc1cccc(C)c1 (centres undefined)	-1.0	-2	-2	-8	-9	16	9%	0.0	-9
O=C(Nc1nc2ccc(S(=O)(=O)N3CCCC3)cc2s1)C1CCCO1 (centres undefined)	1.1	5	-6	-13	4	-11	2%	0.4	10
Cc1ccc(S(=O)(=O)N2CCCN(S(=O)(=O)c3ccc(C)cc3)CC2)cc1	1.2	3	1	4	16	-6	9%	19*	3
COC(=O)CN(C#N)c1nc(OC)nc(N(C)C)n1	-2.4	-3	5	2	-12	5	4%	0.4	-30
COc1ccc(NC(=O)CSc2nc3c(c(=O)n2-c2ccccc2OC)SCC3)cc1	-0.9	3	-20	-6	-16	-20	3%	0.9	-2
Fc1ccc(Cc2nnc(-c3cccs3)o2)cc1	1.9	-5	2	6	36	63*	2%	0.8	6
O=C(O)CCCC(=O)N1CCc2cc(S(=O)(=O)N3CCc4ccccc43)ccc21	3.7	3	-17	-8	7	-7	3%	-0.1	75*
N#Cc1nc(-c2cccs2)oc1NCCN1CCOCC1	-1.1	-191[fluorescence artefact?]	-7	x	-1	-11	4%[fluoresces]	-0.3	-4
Clc1ccc(OCc2nn3c(-c4ccco4)nnc3s2)c(Cl)c1	1.0	2	-12	-11	-10	-6	8%	0.3	-10
CC(=O)c1cccc(NC(=O)c2cc3nc(C)cc(C)n3n2)c1	0.0	-21	6	7	37	6	10%	-1.0	7
COc1cc2cc(CN(CCCO)S(=O)(=O)c3ccccc3Cl)c(=O)[nH]c2cc1OC	1.7	-26	-12	-4	-8	13	17%[fluoresces]	0.4	2
CCCc1cc(C(=O)Nc2ccccc2C(=O)OC)no1	-1.7	-5	5	3	7	14	2%	0.3	20
COc1ccc(-c2cc(C(F)(F)F)n3ncc(C(=O)NCC4CCCO4)c3n2)cc1OC (centres undefined)	-2.3	-4	7	8	-13	-23	3%	-0.2	-2
CS(=O)(=O)N1CCN(C(=O)c2ccc(-c3ccccc3)cc2)CC1	0.5	-2	16	7	-14	16	3%	-0.4	-6
CC(C)CCn1c(N)c(S(=O)(=O)c2cccs2)c2nc3ccccc3nc21	-0.5	-221[fluorescence artefact?]	12	15	12	-13	3%[fluoresces]	0.5	35
CC1=C(C(=O)OCCOC(C)C)C(c2cc3c(cc2Br)OCO3)C2=C(CCCC2=O)N1 (centres undefined)	4.1	-7	2	-2	-1	-4	5%	0.9	33
CCNCCNC(=O)c1c(O)c2cccc3c2n(c1=O)CCC3	1.9	-7	-15	-6	3	0	5%	0.4	2
O=C(CCc1ccccc1)Nc1cccc(-c2nnc(-c3ccco3)o2)c1	0.6	-37	8	10	28	-3	1%	-0.1	25
CC(C)CNS(=O)(=O)c1ccc(CCC(=O)NCc2ccco2)cc1	-2.9	2	5	0	6	-7	2%	0.2	-9
Cc1cccc(NC(=O)CN2C(=O)COc3ccc(Cl)cc32)c1	-0.1	4	8	28	4	-1	4%	-1.5	13
CC(=O)Nc1ccc(S(=O)(=O)N(C)S(=O)(=O)c2ccc(F)cc2)cc1	-5.2	-16	-1	-12	1	-4	14%	0.6	-1
Cc1ccc(NC(=O)CCn2cnc3ccccc3c2=O)cc1Cl	-1.3	0	3	-6	-17	3	3%	-0.8	-9
COc1ccc(OC)c(Nc2ncnc3c2cnn3-c2cccc(C)c2)c1	-0.7	4	7	26	26	24	5%	0.9	22
COc1ccccc1NC(=O)Nc1ncccc1C	-2.8	0	10	12	7	9	9%	-0.2	-3
Cc1cc(C)n(C(CC(=O)O)C(=O)O)n1 (centres undefined)	-3.9	2	0	-4	-13	-13	4%	-0.5	-17
COc1ccc(S(=O)(=O)NCCN2CCOCC2)c2ccccc12	-1.1	3	4	3	-1	-12	7%	-0.8	5
COc1cccc(OCCCCCN2CCOCC2)c1	3.0	4	-5	9	1	-18	1%	-0.5	0
Cc1ccc(Cn2ncc3c(N4CCOCC4)ncnc32)cc1	0.7	-2	5	x	0	1	5%	-0.2	5
COC(=O)C1=C(N)Oc2cc(C)n(Cc3cccnc3)c(=O)c2C1c1ccc(OC)c(OC)c1OC (centres undefined)	-3.6	1	2	9	1	-10	3%	-0.4	-18
Cc1cc(=O)c2c(O)c(O)ccc2o1	-1.7	-3	13	3	-12	-1	3%	0.1	-7
COCCn1c(C)cc(C(=O)CSc2nnc(C)s2)c1C	-4.2	0	1	-11	-68	-68	6%	-0.9	2
CSc1nc2c(c(=O)[nH]1)C(c1cccs1)C1=C(CCCC1=O)N2 (centres undefined)	-3.7	3	3	6	21	-3	3%	0.6	4

Full records from above. Order of values: HTR1A agonist	MMP13 inh	5HT1E antag	5-HT1A blocker	SF-1 act	RORa activator	NADH enzymes	HTR1E agonist	tolC growth inh
COc1ccc(S(=O)(=O)NCCN2CCOCC2)c2ccccc12 is listed with -1.1	3	4	3	-1	-12	7%	-0.8	5
CCNCCNC(=O)c1c(O)c2cccc3c2n(c1=O)CCC3 is listed with 1.9	-7	-15	-6	3	0	5%	0.4	2
Cc1cc(C)n(C(CC(=O)O)C(=O)O)n1 (centres undefined) is listed with -3.9	2	0	-4	-13	-13	4%	-0.5	-17
CS(=O)(=O)N1CCN(C(=O)c2ccc(-c3ccccc3)cc2)CC1 is listed with 0.5	-2	16	7	-14	16	3%	-0.4	-6

(listing goes on)
SMILES	HTR1A agonist	MMP13 inh	5HT1E antag	5-HT1A blocker	SF-1 act	RORa activator	NADH enzymes	HTR1E agonist	tolC growth inh
CCOC(=O)N1CCN(S(=O)(=O)c2ccc(F)c(C(=O)Nc3cccc(C)c3C)c2)CC1	-0.2	-7	-6	-6	-13	26	5%	-0.5	-4
COc1cc(NS(=O)(=O)c2ccc(OC)c(C)c2C)c(OC)cc1Cl	-2.7	7	17	36	32	38	4%	-0.3	65*
Cc1cc(=O)oc2cc(OCCSCCN3CCOCC3)ccc12	-1.9	-16	-17	x	13	15	3%	0.3	8
Cc1cccnc1N(C(=O)Nc1ccccc1)C1=NCC(C)(C)S1	0.5	-1	-4	0	-5	26	2%	-0.2	-3
CCOC1(OCC)N=C(N)C2(C#N)C(c3cccc(OC)c3OC)C12C#N (centres undefined)	0.2	1	-6	2	-2	10	3%	0.7	-11
CCC(=O)c1ccc(OCC(O)CN2C(=O)NC(C)(C)C2=O)cc1 (centres undefined)	80*	4	-6	5	-2	2	4%	0.8	-13
COc1ccc(CCN2CC(C(=O)O)CC2=O)cc1 (centres undefined)	-0.5	5	-12	2	-9	-10	5%	-0.1	-6
CC1CN(c2nc3c(c(=O)n(C)c(=O)n3C)n2Cc2c(Cl)cccc2Cl)CC(C)O1 (centres undefined)	-0.2	2	1	-2	7	-17	4%	-0.9	1
CC(C)C(C(=O)NCc1ccco1)N(C(=O)CNS(=O)(=O)c1ccc(Cl)cc1)C1CCCC1 (centres undefined)	-0.3	2	-5	5	-9	-18	0%	-0.1	73*
Cc1cc(C)nc(SCCS(=O)(=O)Cc2ccccc2)n1	0.7	0	0	-19	-6	14	6%	0.1	1
COc1ccc(N2CCN(c3oc(-c4ccc(OC)c(OC)c4)nc3C#N)CC2)cc1	-0.9	-7	-4	-23	9	5	12%	0.3	18
c1cc(-n2cnnn2)ccc1NC1=NCCC1	-5.2	-2	-4	3	-9	-15	4%	-0.6	-12
CCn1c(=O)cc(N2CCCCC2)[nH]c1=O	-4.5	2	0	-10	-2	-11	6%	0.1	-17
O=C(O)Cn1c(SCCOc2ccccc2)nc2ccccc21	-2.4	-5	-4	11	-20	-4	4%	0.2	-22
O=C(Cn1nc(C(F)F)cc1C1CC1)NCCC1=CCCCC1	-3.9	2	2	18	-11	-17	13%	-1.1	9
CSc1nnc(Cc2cc(=O)[nH]c(=O)[nH]2)n1-c1cc(C)ccc1C	-3.7	1	-1	-5	-8	-9	8%	-0.2	-19
C=CCn1c(CCNC(=O)c2cccs2)nnc1SCC(=O)Nc1cccc(C(C)=O)c1	-0.5	3	-3	-8	-6	-16	4%	0.1	1
CSc1nsc(NC(=O)Cc2ccccc2)n1	2.4	-4	0	0	39	23	6%	0.4	1
N#Cc1nc(-c2ccc(Cl)cc2)oc1NCCc1ccccn1	1.7	-143[fluorescence artefact?]	10	19	13	19	2%[fluoresces]	0.3	-1
Cc1cc2nc(C)c(Cc3ccccc3)c(=O)n2[nH]1	-3.1	-30	7	-1	-6	-13	1%	-0.6	9
Cc1cccc(NC(=O)CCNS(=O)(=O)c2cccc3nsnc23)c1	0.1	2	-6	-5	7	13	5%	38*	17
Cc1cc(NCc2ccco2)n2c(nc3ccccc32)c1C#N	3.9	-314[fluorescence artefact?]	11	18	19	20	0%[fluoresces]	0.6	16
CCOC(=O)c1c(C)oc2ccc(NS(=O)(=O)c3ccc4c5c(cccc35)C(=O)N4)cc12	-1.7	3	5	3	-9	-11	5%	-0.2	68*
CCCNS(=O)(=O)c1ccc(CCC(=O)N2CCC(C)CC2)cc1	1.1	6	-4	-4	3	8	8%	2.6	13
CCSc1ccccc1C(=O)Nc1cccnc1	-3.0	5	12	6	8	-12	0%	0.0	-9
Cc1ccnc(N2CCC(C(=O)Nc3nnc(C)s3)CC2)n1	-0.7	-11	-11	-16	7	-7	5%	-0.7	-23
O=C(NCc1ccccn1)C1CCN(S(=O)(=O)N2CCCC2)CC1	-2.3	2	-6	-6	-10	-9	1%	0.3	-3
COc1ccc(S(=O)(=O)NC2CC(C)(C)NC(C)(C)C2)c(C)c1C	-6.8	-4	-5	-14	6	8	1%	-0.9	-8
O=C1c2ccccc2NC(c2cnc3ccccc3n2)N1O (centres undefined)	-0.2	0	-8	1	43	29	5%	0.1	-3
COc1ccccc1S(=O)(=O)Cc1ccc(C(=O)NC(C)c2ccc3c(c2)OCCO3)o1 (centres undefined)	-1.1	2	-5	-9	-1	-1	4%	-0.1	-8
COC(=O)[C@H](CCSC)NC(=O)Nc1ccc(C)cc1	1.6	1	-7	-3	2	19	3%	-0.3	-25
N#Cc1c(N)c(C(=O)c2ccccc2)n2c1CCC2	0.1	4	8	-4	-1	-15	2%	-2.0	-11
